CaV13 FRET inh = Disruptors of the CACNA1D IQ motif to Ca2+-dependent inactivation inhibitor domain association, primary screening, Förster resonance energy transfer in intact living …. HEK cells, CFP/YFP FRET ICDI-IQ, plate reader, 10 min; percent FRET-ratio fall versus neutral wells. inhibition, % at 12.3 µM. 0.098% of 340,000 active. AID 743397;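 active means mean replicate inhibition of at least 30% and at least 1% of replicates passing that level; inconclusive means only one of the two criteria is met; inactive means neither criterion is met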;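 further: 0% = median of the neutral control wells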
Peg3 prom inh = reduces Peg3 promoter-driven luciferase expression in HeLa. HeLa PEG-Prom luciferase reporter, luminescence, overnight. inhibition, % at 20 µM. 1.7% of 360,000 active. AID 588405;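 active means inhibition of at least 50% at 20 µM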
Exocytosis inh = lytic granule exocytosis inhibition; TALL-104 LAMP-1 surface exposure, flow cytometry; cells stimulated with thapsigargin and PMA; inhibition, % at 10 µM; 0.66% of 360,000 active;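 active means inhibition above about 55%, limit read from the data; inconclusive means no clear call, values can overlap the other calls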
PDI turbidity = blocks human protein disulfide isomerase activity; inhibition, % at 10 µM; 0.052% of 350,000 active; P07237; PDI insulin aggregation turbidity, A650, 90 min; AID 588391;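 active means mean inhibition across replicates of 30% or more, whatever share of single replicates reach that level; inconclusive means mean inhibition below 30% while every single replicate reaches 30%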;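 further: absorbance from insulin aggregation driven by PDI reduction with DTT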
Target sequence (P07237 whole entry, looked up): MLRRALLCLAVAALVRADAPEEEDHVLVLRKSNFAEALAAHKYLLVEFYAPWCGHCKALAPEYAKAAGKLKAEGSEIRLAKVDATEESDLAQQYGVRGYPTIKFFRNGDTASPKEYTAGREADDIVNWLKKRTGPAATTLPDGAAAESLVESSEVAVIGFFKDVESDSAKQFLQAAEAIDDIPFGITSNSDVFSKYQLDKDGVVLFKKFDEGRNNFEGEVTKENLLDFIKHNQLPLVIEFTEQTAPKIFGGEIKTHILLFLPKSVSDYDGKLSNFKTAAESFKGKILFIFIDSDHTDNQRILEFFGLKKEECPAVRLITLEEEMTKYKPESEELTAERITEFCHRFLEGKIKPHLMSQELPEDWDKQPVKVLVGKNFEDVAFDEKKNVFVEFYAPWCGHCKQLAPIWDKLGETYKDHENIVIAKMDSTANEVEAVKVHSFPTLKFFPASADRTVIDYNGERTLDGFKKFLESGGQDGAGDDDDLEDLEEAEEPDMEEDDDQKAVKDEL
iPSC survival up = increases survival of single human iPS cells; hiPSC single-cell survival, ATPlite luminescence; 100% = ROCK inhibitor wells, 0% = DMSO; survival enhancement, % at 20 µM; 0.044% of 360,000 active; AID 602274; in the data active means survival enhancement above about 18%;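 further: cells exposed to compounds for 16 hours before the ATP read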
NR2E3 ag-1 = activates human photoreceptor nuclear receptor NR2E3 | 0.12% of 320,000 active | AID 2300 | Q9Y5X4 | inhibition of corepressor binding, % at 4.78 µM | GST-NR2E3/biotin-RetCOR TR-FRET, 1536-well;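 active means percent inhibition above the cutoff of mean plus 3 SD of all tested compounds, set per screening campaign, cut at about 20% in these data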;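 further: 0% = DMSO wells and 100% = biotin wells as full block of FRET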
Target sequence (Q9Y5X4 whole entry, looked up): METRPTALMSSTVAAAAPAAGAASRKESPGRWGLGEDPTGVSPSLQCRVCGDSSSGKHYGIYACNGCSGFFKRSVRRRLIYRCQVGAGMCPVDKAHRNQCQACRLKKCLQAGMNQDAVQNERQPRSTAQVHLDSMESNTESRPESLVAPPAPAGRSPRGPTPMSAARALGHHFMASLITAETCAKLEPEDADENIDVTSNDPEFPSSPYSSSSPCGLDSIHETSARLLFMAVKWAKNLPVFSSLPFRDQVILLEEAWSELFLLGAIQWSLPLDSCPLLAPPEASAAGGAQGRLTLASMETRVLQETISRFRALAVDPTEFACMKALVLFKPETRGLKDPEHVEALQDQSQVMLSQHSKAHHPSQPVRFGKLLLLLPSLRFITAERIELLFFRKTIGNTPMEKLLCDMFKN
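Test system – NR2E3–RetCOR corepressor complex · Quantity – NR2E3 fusion 1.35 nM · Buffer or medium – Tris pH 7.5 · Incubation – Compound–protein incubation for 5 h at 4 °C · Technique – TR-FRET, Eu(K)-anti-GST donor, streptavidin-D2 acceptor, ex 340, em 617/671 nm · Evaluation – percent inhibition of 671/617 nm emission ratio versus biotin and DMSO controls · Plate – 1536-well format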
TRPM1 prom inh = inhibitors of MITF-driven TRPM1 promoter in melanoma cells | SK-MEL-5 TRPM1 promoter luciferase, 24 h | inhibition, % at 12.5 µM | 0.83% of 330,000 active | AID 488899;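 active means mean inhibition across replicates of 60% or more, whatever share of single replicates reaches that level; inconclusive means some that reach 60%, reason not given; inactive means mean inhibition across replicates below 60%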; further: values of inactives mirror those of a sister screen read the other way
aDG glyco up = alpha-DG glycosylation activation | 0.22% of 360,000 active | Pro5-aDG cells, alpha-DG glycosylation AlphaScreen (IIH6); 0% Pro5, 100% B10-LARGE cell signal | activation, % at 10 µM | AID 624168;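 active means activation of at least 8% versus controls, or a plate z-score of at least 8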;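 further: Pro5 are CHO cells carrying HIG-tagged alpha-DG that lacks glycosylation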
Vif imaging = blocks HIV Vif function; HEK293T cells, Vif self-association by quenched fluorescence, imaging, 24 h; inhibition, % at 7.49 µM; 0.35% of 340,000 active; AID 602346; in the data active means inhibition above about 50%, passing the limit was not always enough; inconclusive means no clear call, values can overlap the other calls; inactive means below about 31%; further: some results filed as inactive read as strong as hits
HIF-2a inh = inhibitors of HIF-2a; AID 624352; inhibition, % at 18.8 µM; 0.72% of 360,000 active; 786-0 RCC cells HIF-2a reporter, luciferase luminescence, overnight;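 active means inhibition of the luminescence signal of 40% or more relative to plate controls, in a single-dose primary screen at 18.75 µM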
NR2E3 ag-2 = activates human NR2E3 receptor. CHO-S Gal4-NCOR/VP16-NR2E3 two-hybrid, luciferase. inhibition of corepressor binding, % at 3.98 µM. 0.35% of 360,000 active. AID 602229;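 active means inhibition above the mean of all tested compounds plus 3 SD, cut at about 70% in these data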;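 further: 0% = DMSO with NR2E3 transfected cells and 100% = cells lacking NR2E3 construct; higher means lower luciferase signal from less NR2E3 corepressor binding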
Numbers without * were called inactive; u = inconclusive; x = no result given.

SMILES	CaV13 FRET inh	Peg3 prom inh	Exocytosis inh	PDI turbidity	iPSC survival up	NR2E3 ag-1	TRPM1 prom inh	aDG glyco up	Vif imaging	HIF-2a inh	NR2E3 ag-2
COc1ccccc1OCCOc1ccccc1/C=N/n1cnnc1	x	-27.6	2.1	2.6	1.7	0.0	-26.9	0.1	-7.7	-32.6	9.2
CCN(CCCNC(=O)CCCCn1c(=O)[nH]c2ccccc2c1=O)c1ccccc1	-4.5	20.6	-1.8	-4.1	-3.3	-6.6	11.9	0.0	-2.3	10.9	5.0
Cc1ccc(Cl)cc1NC(=O)COC(=O)CC1CC2CCC1C2 (stereo not given)	-4.4	4.7	-0.5	-15.7	4.4	-2.4	-1.7	0.0	5.6	16.2	-4.0
Cc1ccc(-n2c(=S)[nH]c3sc4c(c3c2=O)CCc2ccccc2-4)cc1	-5.4	1.2	0.5	9.3	4.3	5.5	16.7	-0.8	x	13.9	-23.4
CCNC(=O)CC1C(=O)N(CC)C(=S)N1NC(=O)c1ccc(Cl)cc1 (stereo not given)	-5.1	-29.0	-3.0	2.4	0.1	-1.7	5.5	-0.2	3.5	-54.8	-17.1
COc1ccc(C2CC3(O)CC(C#N)(C(=O)N3)C2(C#N)C#N)cc1 (stereo not given)	-2.6	9.8	1.0	1.6	0.9	3.2	2.3	0.0	-26.8	16.0	-35.1
CCn1c2ccccc2c2cc(NC(=O)C(C)C)ccc21	-4.2	0.4	-1.9	-0.3	0.5	0.7	-9.5	0.2	-0.4	-17.6	6.2
O=C(NCC1CCCO1)C1CCN(S(=O)(=O)c2ccc(Br)cc2)CC1 (stereo not given)	-6.9	5.5	-1.8	0.3	-0.3	-0.5	3.8	0.1	-7.7	7.2	2.6
O=C(NCCCN1CCOCC1)c1ccc2c(c1)N(Cc1ccccc1)CCS2	-6.4	4.5	2.4	3.2	-0.7	-6.5	-13.1	-0.2	-1.4	0.8	-25.3
COc1cccc(/C=C/C(=O)OCC(=O)c2c[nH]c3ccccc23)c1OC	-3.1	-0.7	-8.5	14.6	-0.9	-1.4	17.1	0.8	2.2	-27.3	-5.2
Cc1noc(C)c1C(=O)OC(C)C(=O)Nc1ccc([N+](=O)[O-])cc1C(F)(F)F (stereo not given)	-4.3	13.3	3.1	-0.7	6.8	x	x	-0.1	3.8	3.3	-36.3
CC(C)(C)NS(=O)(=O)c1ccc(CCC(=O)Nc2cc(Cl)ccc2Oc2ccccc2)cc1	-1.7	20.8	-0.8	9.6	0.0	-0.1	10.5	2.6	-5.0	21.2	46.5
CCOc1ccc(NC(=O)c2cc(SC)ccc2Cl)cc1	-13.5	1.7	2.3	9.0	1.3	-0.5	-7.1	1.1	-19.4	-61.8	-9.3
Clc1ccccc1-c1nc(-c2ccccc2)n[nH]1	-3.4	-201.9	-2.5	-4.7	-0.1	3.6	-47.7	-0.4	-6.9	-225.5	-82.9
COc1ccccc1-n1c(CNC(=O)c2ccco2)nnc1SCC(=O)Nc1ccc(F)cc1	-0.2	14.7	2.4	-7.3	3.8	0.1	9.0	-0.1	-6.2	5.2	-20.3
N#C/C(C(=O)N1CCCCC1)=C1\Nc2ccccc2S1	-1.1	-198.8	-1.2	27.4	-0.7	-0.3	-75.3	-0.1	-0.8	-225.5	-116.9
C=CCN(c1ccc(F)cc1)S(=O)(=O)c1cc(C(=O)OCC(=O)N(C)C2CCS(=O)(=O)C2)ccc1Cl (stereo not given)	-3.9	10.2	6.7	-2.8	0.2	2.9	13.3	-0.1	-2.8	22.9	-7.3
O=S(=O)(Nc1ccncc1Cl)c1ccc2ccccc2c1	-2.6	6.0	3.0	0.4	0.4	3.8	11.4	-0.1	-1.8	14.5	-18.3
Cc1ccc(C)c(SCC(=O)Nc2cccc(S(=O)(=O)NC3=NCCCCC3)c2)c1	-17.8	27.2	-0.2	-3.1	-3.1	-0.9	6.9	-0.1	12.5	11.4	11.0
COc1ccc(NC(=O)c2ccc(NS(=O)(=O)c3cccc4cccnc34)cc2)cc1	-17.3	17.8	-6.2	4.5	0.7	1.9	7.3	0.0	-1.6	11.9	4.6
COc1cccc(C(O)c2ncc(-c3ccccc3)[nH]2)c1 (stereo not given)	-4.1	-78.5	-5.0	7.3	0.5	x	x	-0.2	-0.3	-90.5	-12.8
CN(C(=O)COC(=O)c1ccc(CN2CCCC2=O)cc1)c1ccccc1	-4.4	-2.2	-4.3	2.1	-0.5	1.2	-13.8	0.4	0.0	7.7	-8.0
CCCN(CCC)C(=O)C(c1ccccc1)C1(O)CCCCC1 (stereo not given)	-5.8	20.9	0.2	1.0	0.7	x	-4.6	0.2	-1.9	7.9	-1.7
O=C(CSc1nccc(=O)[nH]1)NCc1ccco1	-15.7	21.3	-1.2	6.8	-0.5	0.5	-3.3	0.0	-0.3	15.1	-21.4
O=Cc1c(-c2ccccc2)nc2ccccn12	-6.4	-52.9	-1.2	-2.8	0.5	4.1	-4.0	0.3	-6.6	-114.8	-28.4
CC1(C)Cc2c(sc3[nH]c(=S)n(Cc4ccco4)c(=O)c23)CO1	-6.1	18.3	3.5	-12.0	-0.9	11.8	1.7	-0.4	-16.9	-25.7	13.1
O=c1nccc(N/N=C/c2ccccc2)[nH]1	-6.0	-80.9	-1.2	-3.1	-0.4	x	-33.2	0.1	3.2	-98.3	-129.1
CC(=O)NC1C(=O)N=C(SCC(=O)Nc2cccc(Cl)c2)NC1=O (stereo not given)	1.8	-0.8	4.0	0.4	1.2	-1.5	-4.1	-0.1	-2.2	7.1	10.2
CN1C(=O)C(O)(CC(=O)c2ccccn2)c2cc(Br)ccc21 (stereo not given)	x	5.0	5.9	-3.0	-3.1	-2.3	16.7	1.9	2.8	10.3	-18.6
CCc1c(C)c(C#N)c2[nH]c3ccccc3n2c1=S	-4.9	50.0	4.7	3.2	-0.3	1.6	22.9	0.0	-10.2	-16.4	9.7
CCC(C)NC(=O)c1ccc(Cl)c(S(=O)(=O)Nc2ccccc2N2CCOCC2)c1 (stereo not given)	-4.5	3.0	0.7	7.8	-0.4	-2.3	-6.1	0.2	-9.0	0.4	-4.3
O=C1NC[C@H](CCCCN2C[C@H](Cc3ccccc3)N(CC3CCCCC3)C(=O)C2=O)N(CCc2ccc(O)cc2)C1=O	-4.3	x	-3.9	x	0.6	x	x	0.0	x	3.5	-1.2
O=C(COC(=O)c1ccc(S(=O)(=O)N2CCCCCC2)cc1)Nc1ccccc1C(F)(F)F	-14.7	11.0	-2.3	-38.1	2.7	x	x	0.0	x	2.9	-15.0
O=[N+]([O-])c1c(NCCO)cc(N2CCCCC2)c2nonc12	-4.7	14.1	1.9	7.7	0.6	5.3	4.6	-0.7	5.2	13.8	-31.5
Cc1cccc(N(C)C(=S)Oc2ccc3ccccc3c2)c1	-5.3	-42.5	-7.1	1.1	1.0	5.8	-27.8	-0.2	-2.8	-140.1	-29.9
C=CCn1c(SCC(=O)NCC2CCCO2)nc2sc(CC)cc2c1=O (stereo not given)	-17.5	7.3	4.2	-4.1	1.1	x	-2.7	0.2	-0.2	-2.1	6.3
CCN1CCN(Cc2c(C(=O)N/N=C(\C)c3ccc(Cl)cc3)nnn2-c2nonc2N)CC1	-2.3	10.0	-1.4	-1.3	-0.3	-1.3	-12.2	-0.2	-10.1	12.0	-26.4
C=C(C)CSc1nnc2[nH]c(=O)cc(N)n12	x	16.7	0.4	3.8	1.0	0.8	4.8	-0.1	x	16.5	-15.6
COc1ccc(/C=N/Nc2nccnc2Cl)c(OC)c1	-6.2	-174.8	7.3	-0.3	-0.7	-6.5	-84.1	0.8	-0.3	-211.6	-71.8
COc1cccc(C(=O)NCc2ccc3[nH]c(C)cc3c2)c1	-9.2	13.2	7.5	0.4	-0.1	2.3	0.2	-0.1	-2.4	8.9	8.0
CN(C)S(=O)(=O)c1cccc(CSCc2cccc(S(=O)(=O)N(C)C)c2)c1	-17.5	27.9	43.8	-3.7	-0.7	5.6	9.2	0.6	-11.5	14.3	87.6*
Cc1ccc2c(Cl)cc(Cl)c(OCC(=O)NCCc3ccccn3)c2n1	-5.8	10.3	3.0	-4.8	-0.9	2.9	9.4	-0.1	-0.9	7.8	12.6
CCCNC(=O)NC(=O)CSc1nnc(C)n1N	x	1.9	1.6	-0.8	1.3	0.6	3.2	0.0	-1.5	22.0	-27.6
CCCCC(=O)NC(NC(=S)N1CCCCCC1)C(Cl)(Cl)Cl (stereo not given)	-5.8	17.1	11.2	7.5	-0.7	0.3	6.2	0.3	-1.4	11.1	-18.7
COc1ccccc1C(=O)Nc1c(C)cc(Br)cc1C	-19.0	-8.9	-1.2	-9.6	-2.0	2.9	1.2	0.4	0.9	-16.3	11.7
COc1cccc(-c2cc3nc(Nc4ccc(OC)c(OC)c4)n(C)c(=O)c3s2)c1	-3.9	-141.8	u	-3.3	-1.3	x	x	-0.4	-5.9	-256.3	-61.2
COc1ccc(OC)c2sc(NNC(=O)C3COc4ccccc4O3)nc12 (stereo not given)	-3.4	17.5	-2.3	-1.6	-1.0	0.2	21.2	-0.1	1.4	20.7	2.1
Cc1cc(C)n(-c2cccc(F)n2)n1	-2.3	10.6	0.2	-1.1	0.9	0.1	-3.4	-0.2	2.6	14.3	-17.5
CN(C)c1ccc(C(CN)c2c[nH]c3ccccc23)cc1 (stereo not given)	0.8	-117.6	0.5	4.7	-0.2	-2.9	-15.3	0.2	0.6	-124.0	-34.5
CCCOc1ccc(F)cc1-c1cc(C(=O)Nc2cc(OC)ccc2OC)[nH]n1	-9.6	-5.8	1.4	-2.9	1.1	x	x	-0.2	-7.9	-2.9	12.2
CCN(CC(N)=O)S(=O)(=O)c1ccc(Br)cc1	-9.5	5.1	-5.2	-8.3	-0.1	0.9	8.8	-0.1	17.4	-1.3	1.0
CCCC/C(O)=C/c1nc2ccccc2[nH]c1=O	-1.4	-61.5	4.5	4.3	0.7	-1.2	-17.3	-0.2	-2.6	-35.1	-17.9
O=C(N/N=C/c1ccccn1)c1cc(-c2ccncc2)nc2ccccc12	-5.9	16.7	-2.7	10.5	2.0	3.1	53.2	0.2	0.5	19.5	-22.2
